Screens: PubChem, several laboratories
IEC-6 tox – kills IEC-6 intestinal cells in KLF5 counter-screen. IEC-6 cytotoxicity, luminescence viability. inhibition, % at 5 µM. 290,000 tested, 0.78% active; in the data active = inhibition above about 22%;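 note: 0% = plate median of test compound wells and 100% = cytotoxic reference compound wells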
TRPC6 inh – mouse TRPC6 channel inhibition; 310,000 tested, 1.1% active; HEK293-TRPC6, membrane potential dye, ACh-evoked depolarization; active compounds read low; B-score at 10 µM;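 active = B-score under library mean minus 3 SD, initial fluorescence not abnormally high, positive integrated signal ratio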;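 note: B-score derived from integrated fluorescence ratio over the kinetic read; more negative B-score means stronger inhibition of depolarization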
MrgX1 antagonist – blocks BAM8-22 activation of human MrgX1 receptor; Q96LB2; MRGX1-HEK293 calcium flux, Fluo-4, BAM8-22 antagonism; active compounds read low; B-score at 10 µM; 310,000 tested, 1.3% active; AID 588676;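 active = calcium-response B-score plate-corrected more than 3 library SD below zero, starting fluorescence within 5 deviations, no agonist response on first addition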;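 note: peak minus trough fluorescence over baseline after final BAM8-22 challenge near maximal dose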
Target sequence (Q96LB2 whole entry, looked up): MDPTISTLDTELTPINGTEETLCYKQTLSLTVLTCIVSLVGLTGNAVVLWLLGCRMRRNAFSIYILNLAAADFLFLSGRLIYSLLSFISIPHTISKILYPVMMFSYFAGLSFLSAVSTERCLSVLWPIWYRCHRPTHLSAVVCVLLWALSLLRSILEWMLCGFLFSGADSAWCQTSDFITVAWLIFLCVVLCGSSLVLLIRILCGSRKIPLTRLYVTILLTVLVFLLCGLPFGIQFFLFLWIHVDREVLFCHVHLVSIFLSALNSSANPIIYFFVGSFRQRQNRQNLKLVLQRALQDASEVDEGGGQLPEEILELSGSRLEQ
HIF activator – HIF pathway transcriptional activation; U2OS HRE-luciferase reporter, luminescence; normalized: DMSO 0%, desferrioxamine 100%; 300,000 tested, 0.32% active; activation, % at 7.5 µM (by protocol); AID 1910;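 active = mean activation of at least 10% of the iron chelator positive control signal, with at least half of replicates also reaching 10%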
KLF5 inhibitor – kruppel-like factor 5 inhibition | DLD-1 KLF5 promoter-luciferase reporter, luminescence | inhibition, % at 5 µM | 290,000 tested, 0.23% active | AID 1700;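 active = inhibition above a per-plate limit of that plate's mean compound inhibition plus 3 SD, cut at about 60% in these data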;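 note: 0% = DMSO wells and 100% = LY294002 at 200 µM; higher means less KLF5 promoter-driven luciferase light; inactives centre near -14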
TRPC4 act – TRPC4 (mouse) channel activation; HEK293 TRPC4beta/mu-opioid, Fluo4 calcium fluorescence; active compounds read high; B-score at 10 µM; 310,000 tested, 0.49% active;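 active = B-score above 5 SD of library B-scores, and initial fluorescence ratio not above library mean plus 5 SD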;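 note: positive B-score marks a calcium rise read as TRPC4 activation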
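Incubation: 45 min room-temperature Fluo4 loading, 110 s read / System: HEK293 cells stably co-expressing mouse TRPC4beta and mu-opioid receptor / Signal: Fluo4 fluorescence, kinetic / Control set: buffer (low) and maximal DAMGO (high) / Measure: integrated baseline-normalised fluorescence ratio, converted to per-well B score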
SKKanGAS inh – inhibitors of SKKanGAS S. pyogenes growth in kanamycin (SK-promoter or general growth effect). BacTiter-Glo, 6 h. inhibition, % at 7.5 µM. 300,000 tested, 1.3% active. AID 1662;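 active = mean replicate score, as percent of positive control median, at least 50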;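 note: strain carries kanamycin resistance gene driven by streptokinase promoter and grows in 40 µg/ml kanamycin; loss of luminescence reflects streptokinase promoter inhibition or plain growth inhibition; 0% = median of DMSO wells and 100% = positive control at its reference dose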
TRPC4 potent – TRPC4 (mouse) allosteric potentiation; HEK293 TRPC4beta/mu-opioid, DAMGO EC20, Fluo-4 Ca2+ flux; active compounds read high; AID 2227; B-score at 10 µM; 310,000 tested, 0.42% active; Q9QUQ5;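 active = B-score of calcium response area above 5 SD of library B-scores, with initial fluorescence ratio within 5 SD of library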;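 note: B-score of integrated fluorescence ratio over time as area under calcium response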
aSyn 5UTR inh – 5' untranslated region of α-synuclein, MLPCN primary screen; alpha-synuclein 5'UTR reporter, inhibitor activity; AID 1813; inhibition, % (tested at 7.5 µM); 300,000 tested, 0.82% active; in the data active = inhibition above about 60%;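 note: H4 neuroglioblastoma cells stably carrying SNCA 5'UTR luciferase fusion; 0% = DMSO wells and 100% = positive control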
TRPC4 block – TRPC4 (mouse) channel inhibition; Q9QUQ5; 300,000 tested, 0.39% active; B-score at 10 µM; HEK293 TRPC4beta/mu-opioid, DAMGO-evoked Fluo4 calcium flux; active compounds read low;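 active = B-score over 3 SD under the library average, no early fluorescence shift, positive overall ratio signal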
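Material: HEK293 cells with stable TRPC4beta plus mu-opioid receptor expression; probe or stimulus: DAMGO in two steps, submaximal then maximal; technique: Fluo4 calcium fluorescence by kinetic imaging, 5 s 1 Hz baseline; measure: integrated fluorescence ratio relative to baseline, converted to per-well B score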
TRPC6 activator – activators of mouse TRPC6 channel | Q61143 | HEK293-TRPC6 membrane potential dye fluorescence; active compounds read high | B-score at 10 µM | 310,000 tested, 0.13% active | AID 2550;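 active = B-score of the integrated fluorescence ratio above library mean plus 3 SD, and starting fluorescence ratio within library mean plus 5 SD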;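 note: higher score means more depolarization so channel activation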
Numbers without * were called inactive; i = inactive; / = not tested or not shown. An unsorted share of the library. Share with any hit: about 5.8%.

no. | mol | IEC-6 tox | TRPC6 inh | MrgX1 antagonist | HIF activator | KLF5 inhibitor | TRPC4 act | SKKanGAS inh | TRPC4 potent | aSyn 5UTR inh | TRPC4 block | TRPC6 activator
1 | O=C(NCc1ccc(Cl)cc1)c1ncn[nH]1 | 9 | i | i | -0.3 | -5 | i | -4 | i | -16 | i | i
2 | N#Cc1c(-c2ccccc2)nc(SCC(=O)Nc2ccc(OC(F)(F)Cl)cc2)[nH]c1=O | -5 | i | i | 0.2 | -17 | i | 17 | i | 10 | i | i
3 | CCOC(=O)c1sc(=S)n(-c2ccccc2Cl)c1C | -2 | i | i | / | 13 | i | -6 | i | / | i | i
4 | Nc1nc(SCC(=O)Nc2ccc(Cl)cn2)n[nH]1 | -6 | i | i | -0.4 | -4 | i | 1 | i | -14 | i | i
5 | O=C(OC(C(=O)NCC1CCCO1)c1ccccc1F)c1ccco1 (stereo not drawn) | 2 | i | i | -0.3 | -31 | i | 1 | i | 23 | i | i
6 | COc1ccc(CNC(=O)N[C@@H](Cc2c[nH]c3ccccc23)C(=O)O)cc1 | 2 | i | i | 0.9 | -21 | i | -3 | i | 17 | i | i
7 | CCC(C)(C)NC(=O)CN(C(=O)CCC(=O)Nc1nccs1)c1ccccc1C | 4 | i | i | -3.9 | -4 | i | -3 | i | -10 | i | i
8 | Cc1cccn2c(=O)c3cc(C(=O)NC4CCCCC4)sc3nc12 | 1 | i | i | -12 | -30 | i | 3 | i | -33 | i | i
9 | Cc1ccc(Nc2nnc(SCC(=O)Nc3cccnc3Cl)s2)cc1C | 4 | i | i | 0.3 | -7 | i | 9 | i | -109 | i | i
10 | Clc1ccc(/C=C/c2ncc[nH]2)c(Cl)c1 | -2 | i | i | 3.8 | -96 | i | 0 | i | -169 | i | i
11 | CC(=O)Nc1cccc(S(=O)(=O)N2CCCCCC2)c1 | 2 | i | i | -12 | -4 | i | -3 | i | 18 | i | i
12 | Cc1cc(C(=O)N2CCCC(N3CCN(c4cccc(Cl)c4)CC3)C2)nn1C (stereo not drawn) | 1 | i | i | 0.8 | -14 | i | -5 | i | -7 | i | i
13 | O=C(CCc1nc2ccccc2c(=O)[nH]1)NCCN1C(=O)S/C(=C\c2ccccc2Cl)C1=O | / | i | i | -0.6 | / | i | 3 | i | -24 | i | i
14 | Cc1cc(C)nc(-n2nc(C)c3c(=O)[nH]c(C(F)(F)F)nc32)n1 | 6 | i | i | -0.1 | -19 | i | -7 | i | -14 | / | i
15 | O=[N+]([O-])c1cccc(S(=O)(=O)N/N=C/c2ccc(O)cc2)c1 | 2 | i | i | -0.5 | -14 | i | 0 | i | -7 | i | i
16 | COc1ccc(OC)c(-n2c(CNC3CCN(Cc4ccccc4)CC3)nc3ccccc3c2=O)c1 | 4 | i | i | -0.2 | 8 | 73* | 2 | i | -27 | i | i
17 | COc1ccc(-c2cc(C(F)F)n3ncc(C(=O)Nc4cnn(Cc5ccccc5)c4)c3n2)cc1 | 1 | i | i | 0.3 | -1 | i | 34 | i | 21 | i | i
18 | CCCn1c(=O)c2ccccc2n2c(Sc3nnnn3-c3ccccc3)nnc12 | 6 | i | i | -0.3 | 13 | i | -22 | i | -12 | i | i
19 | COc1cc(S(=O)(=O)NC(Cc2c[nH]c3ccccc23)C(=O)O)ccc1NC(C)=O (stereo not drawn) | -6 | i | i | 0.0 | 7 | i | -2 | i | 13 | i | i
20 | CCOc1ccc(NC(=O)c2ccc(N3CC4CC(C3)c3cccc(=O)n3C4)c(NC(=O)c3cccnc3)c2)cc1 (stereo not drawn) | -4 | i | i | 1.1 | -20 | i | -5 | i | -8 | i | i
21 | O=Cc1ccc(OCC(=O)N2CCOCC2)cc1 | -5 | i | i | -0.2 | -11 | i | 3 | i | 24 | i | i
22 | CCCCCCSc1ccc([C@H]2N[C@@](Cc3ccccc3)(C(=O)OC)[C@H]3C(=O)N(C)C(=O)[C@@H]23)cc1OC | / | i | i | 1.1 | / | i | 11 | i | 15 | i | i
23 | O=C1c2ccccc2C(O)(Cc2ccccc2)N1CCCN1CCOCC1 (stereo not drawn) | 0 | i | i | 0.0 | -12 | i | -1 | i | 5 | i | i
24 | O=C(COC(=O)C1c2ccccc2Oc2ccccc21)NC1CCS(=O)(=O)C1 (stereo not drawn) | 0 | i | i | -0.1 | -15 | i | -24 | i | -18 | i | i
25 | CC(NC(=O)Nc1nnc(C(F)(F)F)s1)N1C(=O)C2C3C=CC(C3)C2C1=O (stereo not drawn) | 4 | i | i | 0.1 | -39 | i | -6 | i | 2 | i | i
26 | COc1ccccc1C(=O)NC1CCN(C(=O)Nc2ccc(F)cc2)CC1 | 3 | i | i | -39 | 7 | i | 14 | i | 27 | i | i
27 | Cc1cccc(Cc2cnc(N3C(=N)SC(C)C3=O)s2)c1 (stereo not drawn) | 1 | i | i | -0.4 | -31 | i | 93* | i | 4 | i | i
28 | O=C(Nc1cccc([N+](=O)[O-])c1)N1CCCc2ccccc21 | 0 | i | i | 1.0 | -34 | i | 9 | i | -10 | i | i
29 | COC(=O)C1CCN(S(=O)(=O)CCNC(=O)c2ccc(F)cc2)CC1 | / | i | i | 0.6 | / | i | -11 | i | 12 | i | i
30 | COCC(=O)Nc1ccc(N2CCN(c3ccccc3)CC2)c(F)c1 | 3 | i | i | 2.2 | -22 | i | -2 | i | -1 | i | i
31 | Cc1cccc(-c2nc(Nc3ccc(N4CCOCC4)cc3)c3ccccc3n2)c1 | 2 | i | i | -0.3 | -39 | i | 12 | i | -39 | i | i
32 | Cc1sc2nc(C3CC3)nc(SCC(=O)N3CCc4ccccc4C3)c2c1C | -1 | i | i | -0.4 | -3 | i | 25 | i | -6 | i | i
33 | O=C(NC1CCCCC1)C(c1ccncc1)N(Cc1ccc(F)cc1)C(=O)c1ccccn1 (stereo not drawn) | -5 | i | i | -0.1 | -12 | i | 0 | i | 4 | i | i
34 | O=C(CSCc1ccc(Br)cc1)Nc1ccccc1C(=O)N1CCOCC1 | 7 | i | i | -0.6 | -29 | i | 2 | i | 3 | i | i
35 | COc1cccc(C(C)NC(=O)c2c(F)cccc2Cl)c1 (stereo not drawn) | -8 | i | i | -0.6 | -7 | i | -7 | i | -5 | i | i
36 | O=C1CN(S(=O)(=O)c2ccccc2)c2ccccc2N1 | -4 | i | i | 0.1 | -3 | i | -2 | i | 6 | i | i
37 | Cc1cc(NC(=O)CN2CCN(S(=O)(=O)c3ccc4ccccc4c3)CC2)no1 | 1 | i | i | -0.5 | -24 | i | 7 | i | 22 | i | i
38 | COc1ccc(C(=O)N/N=C/c2ccc(OC(=O)c3cccc4ccccc34)c([N+](=O)[O-])c2)cc1 | -2 | i | i | 0.3 | -35 | i | 22 | i | -16 | i | i
39 | C=CCn1c(SCC(=O)NCCc2ccccc2)nnc1C(C)NC(=O)c1cccs1 (stereo not drawn) | -8 | i | i | 0.4 | -13 | i | -10 | i | -3 | i | i
40 | COc1ccc(-c2ccc(=O)n(CC(=O)Nc3nnc(C(C)C)s3)n2)cc1OC | -2 | i | i | -1.0 | -29 | i | -1 | i | 35 | i | i
41 | O=C(O)[C@H](Cc1c[nH]c2ccccc12)Nc1ncccc1[N+](=O)[O-] | 7 | i | i | 0.3 | -13 | i | 2 | i | 0 | i | i
42 | NS(=O)(=O)c1ccc(N/N=C/c2ccc3c(c2)OCO3)c([N+](=O)[O-])c1 | -1 | i | i | 1.0 | -8 | i | 6 | i | -2 | i | i
43 | O=C(Cc1ccc2c(c1)OCCO2)N1CCN(S(=O)(=O)c2ccccc2C(F)(F)F)CC1 | -5 | i | i | -0.1 | -36 | i | -4 | i | -5 | i | i
44 | O=C(OCC(=O)N1CCN(C(=O)c2ccco2)CC1)c1ccccc1 | 4 | i | i | 0.6 | -9 | i | 15 | i | -26 | i | i
45 | N#C/C(=C(/O)CO/N=C/c1ccccc1Cl)c1nc2ccccc2[nH]1 | 3 | i | i | 0.1 | -12 | i | 7 | i | -15 | i | i
46 | CCCCc1cc(=O)oc2c(C)c(OCC(=O)N3CCC(C(N)=O)CC3)ccc12 | -8 | i | i | -0.2 | -7 | i | 4 | i | 20 | i | i
47 | Cc1cc(C)nc(SCCN(C)C)n1 | 1 | i | i | -0.5 | -23 | i | -9 | i | 16 | i | i
48 | CC1CCCN(S(=O)(=O)c2cccc([N+](=O)[O-])c2)C1 (stereo not drawn) | 1 | i | i | 0.3 | -26 | i | -6 | i | 15 | i | i

Among those listed so far, three have a CF3 group.
no. | mol | IEC-6 tox | TRPC6 inh | MrgX1 antagonist | HIF activator | KLF5 inhibitor | TRPC4 act | SKKanGAS inh | TRPC4 potent | aSyn 5UTR inh | TRPC4 block | TRPC6 activator
14 | Cc1cc(C)nc(-n2nc(C)c3c(=O)[nH]c(C(F)(F)F)nc32)n1 | 6 | i | i | -0.1 | -19 | i | -7 | i | -14 | / | i
25 | CC(NC(=O)Nc1nnc(C(F)(F)F)s1)N1C(=O)C2C3C=CC(C3)C2C1=O (stereo not drawn) | 4 | i | i | 0.1 | -39 | i | -6 | i | 2 | i | i
43 | O=C(Cc1ccc2c(c1)OCCO2)N1CCN(S(=O)(=O)c2ccccc2C(F)(F)F)CC1 | -5 | i | i | -0.1 | -36 | i | -4 | i | -5 | i | i

(list continues)
no. | mol | IEC-6 tox | TRPC6 inh | MrgX1 antagonist | HIF activator | KLF5 inhibitor | TRPC4 act | SKKanGAS inh | TRPC4 potent | aSyn 5UTR inh | TRPC4 block | TRPC6 activator
49 | COC(=O)C(Cc1cncn1COCc1ccccc1)NC(=O)OC(C)(C)C (stereo not drawn) | 3 | i | i | -0.8 | 0 | i | 0 | i | -6 | i | i
50 | Cc1ccc(C(=O)CCC(=O)OCC(=O)N(CC(C)C)c2c(N)n(Cc3ccccc3)c(=O)[nH]c2=O)cc1 | / | i | i | -0.2 | / | i | -8 | i | 12 | i | i
51 | COc1ccc2[nH]c(=O)c(CN(CCCN3CCOCC3)C(=O)NCc3ccccc3)cc2c1 | 0 | i | i | 0.0 | -2 | i | 0 | i | -15 | i | i
52 | C=CCSc1nc(N)cc(=O)[nH]1 | -1 | i | i | -0.5 | -30 | i | -1 | i | 1 | i | i
53 | Cc1c(-c2nnnn2-c2ccc(F)cc2)cnc2cc3c(cc12)OCO3 | -4 | i | i | 0.0 | -11 | i | 3 | i | -4 | i | i
54 | Cc1c(C(=O)CN2CCSCC2)c2ccccc2n1C | 4 | i | i | 2.5 | -14 | i | -1 | i | 1 | i | i
55 | CCN(c1ccc(C)cc1)S(=O)(=O)c1nnc(NC(=O)c2ccco2)s1 | 3 | i | i | -0.1 | -5 | i | 22 | i | -23 | i | i
